Bioassay records from PubChem BioAssay.
Vif inh = inhibitors of HIV Vif | HEK293T cells, Vif self-association by quenched fluorescence, imaging, 24 h | inhibition, % at 7.49 µM | hit rate 0.35% among 340,000 | AID 602346; in the data active means inhibition above about 50%, passing the limit was not always enough; inconclusive means no clear call, values can overlap the other calls; inactive means below about 31%; further: some results filed as inactive read as strong as hits
TRPM1 prom inh = MITF TRPM1 promoter inhibition in SK-MEL-5 cells | inhibition, % at 12.5 µM | SK-MEL-5 TRPM1 promoter luciferase, 24 h | hit rate 0.83% among 330,000 | AID 488899;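 active means mean inhibition across replicates of 60% or more, whatever share of single replicates reaches that level; inconclusive means some that reach 60%, reason not given; inactive means mean inhibition across replicates below 60%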; further: values of inactives mirror those of a sister screen read the other way
Peg3 promoter = reduces Peg3 promoter-driven luciferase expression in HeLa | HeLa PEG-Prom luciferase reporter, luminescence, overnight | inhibition, % at 20 µM | hit rate 1.7% among 360,000 | AID 588405;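 active means inhibition of at least 50% at 20 µM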
CF NFkB block = cystic fibrosis NF-kB activation inhibition | KKLEB NF-kB-GFP reporter, PAF-induced, GFP fluorescence overnight | inhibition, % at 5 µM | hit rate 0.86% among 360,000;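 active means at least 50% inhibition at 5 µM, scaled per plate between neutral and stimulator controls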;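 further: PAF is a Pseudomonas aeruginosa culture filtrate used as stimulus; plate controls were PAF-stimulated DMSO wells for no effect and unstimulated DMSO wells for full effect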
KKLEB cytotox = reduces viability of KKLEB cystic fibrosis airway cells | KKLEB CF airway cells viability, ATPlite luminescence, overnight; hits give low values; cells stimulated with P. aeruginosa culture filtrate | activity change (cytotoxicity), % at 5 µM | hit rate 0.36% among 360,000 | AID 602141;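 active means corrected activity change at or below -50% at 5 µM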
Shn3 3UTR inh = Schnurri-3 reporter inhibition in Clone20 osteoblasts; Clone20 osteoblast Shn3 3'UTR firefly luciferase, 24 h; inhibition, % at 12.5 µM; hit rate 0.52% among 360,000; AID 588674;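 active means mean inhibition of at least 75% with every replicate also reaching 75%; inconclusive means mean inhibition at least 75% but some replicate below; inactive means mean inhibition below 75%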;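 further: 0% = median of neutral control wells and 100% = pilot-screen positive control compound; some compounds past the cut are filed as inactive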
NR2E3 ag-1 = agonists of human NR2E3 nuclear receptor | CHO-S Gal4-NCOR/VP16-NR2E3 two-hybrid, luciferase | Q9Y5X4 | hit rate 0.35% among 360,000 | inhibition of corepressor binding, % at 3.98 µM | AID 602229;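 active means inhibition above the mean of all tested compounds plus 3 SD, cut at about 70% in these data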;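 further: 0% = DMSO with NR2E3 transfected cells and 100% = cells lacking NR2E3 construct; higher means lower luciferase signal from less NR2E3 corepressor binding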
Target sequence (Q9Y5X4 whole entry, looked up, the tested form may be a part): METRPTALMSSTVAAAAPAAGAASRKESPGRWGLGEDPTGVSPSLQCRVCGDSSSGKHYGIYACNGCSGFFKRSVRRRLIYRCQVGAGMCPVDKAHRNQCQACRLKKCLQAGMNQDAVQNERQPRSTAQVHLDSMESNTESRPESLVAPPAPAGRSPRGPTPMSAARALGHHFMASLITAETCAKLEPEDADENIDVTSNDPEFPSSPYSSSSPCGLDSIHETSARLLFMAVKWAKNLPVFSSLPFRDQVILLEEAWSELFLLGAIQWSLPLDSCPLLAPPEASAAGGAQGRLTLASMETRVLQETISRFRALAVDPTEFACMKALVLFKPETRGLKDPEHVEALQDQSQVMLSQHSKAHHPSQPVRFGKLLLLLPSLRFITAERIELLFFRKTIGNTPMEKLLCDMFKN
CaV13 ICDI inh = Disruptors of the CACNA1D IQ motif to Ca2+-dependent inactivation inhibitor domain association, primary screening, Förster resonance energy transfer in intact living … | HEK cells, CFP/YFP FRET ICDI-IQ, plate reader, 10 min; percent FRET-ratio fall versus neutral wells | inhibition, % at 12.3 µM | hit rate 0.098% among 340,000 | AID 743397;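 active means mean replicate inhibition of at least 30% and at least 1% of replicates passing that level; inconclusive means only one of the two criteria is met; inactive means neither criterion is met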;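 further: 0% = median of the neutral control wells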
HIF-2a inh = inhibitors of HIF-2a; 786-0 RCC cells HIF-2a reporter, luciferase luminescence, overnight; inhibition, % at 18.8 µM; hit rate 0.72% among 360,000; AID 624352;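 active means inhibition of the luminescence signal of 40% or more relative to plate controls, in a single-dose primary screen at 18.75 µM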
NR2E3 ag-2 = agonists of human nuclear receptor NR2E3; GST-NR2E3/biotin-RetCOR TR-FRET, 1536-well; hit rate 0.12% among 320,000; AID 2300; Q9Y5X4; inhibition of corepressor binding, % at 4.78 µM;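 active means percent inhibition above the cutoff of mean plus 3 SD of all tested compounds, set per screening campaign, cut at about 20% in these data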;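 further: 0% = DMSO wells and 100% = biotin wells as full block of FRET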
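Format: 1536-well format; test system: GST-NR2E3 and biotin-RetCOR proteins; read-out basis: percent inhibition of TR-FRET ratio; timing: 5 h incubation at 4 °C; detection: time-resolved FRET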
PDI turbidity = blocks human protein disulfide isomerase activity; P07237; PDI insulin aggregation turbidity, A650, 90 min; inhibition, % at 10 µM; hit rate 0.052% among 350,000;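 active means mean inhibition across replicates of 30% or more, whatever share of single replicates reach that level; inconclusive means mean inhibition below 30% while every single replicate reaches 30%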;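 further: absorbance from insulin aggregation driven by PDI reduction with DTT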
Target sequence (P07237 whole entry, looked up): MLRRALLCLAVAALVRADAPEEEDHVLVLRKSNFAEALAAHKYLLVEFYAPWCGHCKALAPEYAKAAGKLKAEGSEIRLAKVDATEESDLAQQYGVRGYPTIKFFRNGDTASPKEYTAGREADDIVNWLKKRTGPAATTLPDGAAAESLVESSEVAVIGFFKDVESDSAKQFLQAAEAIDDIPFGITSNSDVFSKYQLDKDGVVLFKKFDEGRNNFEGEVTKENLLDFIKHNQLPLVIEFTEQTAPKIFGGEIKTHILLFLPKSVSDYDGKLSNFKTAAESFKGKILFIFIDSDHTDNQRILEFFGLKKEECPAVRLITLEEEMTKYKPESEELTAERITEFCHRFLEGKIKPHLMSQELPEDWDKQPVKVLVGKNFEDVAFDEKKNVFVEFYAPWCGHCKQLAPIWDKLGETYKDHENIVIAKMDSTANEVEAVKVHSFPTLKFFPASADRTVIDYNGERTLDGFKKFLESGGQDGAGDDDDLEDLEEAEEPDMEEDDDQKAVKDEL
Numbers without * were called inactive; ? = inconclusive; . = no result given. Compounds as they come. Share with any hit: about 3.3%.

SMILES	Vif inh	TRPM1 prom inh	Peg3 promoter	CF NFkB block	KKLEB cytotox	Shn3 3UTR inh	NR2E3 ag-1	CaV13 ICDI inh	HIF-2a inh	NR2E3 ag-2	PDI turbidity
Cc1ccc(C(=O)N/C(=C\c2cccs2)C(=O)NCCc2c[nH]c3ccccc23)cc1	-4.9	5.9	-14.2	2.0	3.6	1.0	-7.3	-8.6	-51.1	-0.1	-7.3
COc1ccc(-c2nnc(SCC(C)C)o2)cc1	-4.4	-56.6	-247.0	-8.4	-0.8	-25.0	-124.8	-1.4	-257.5	3.4	2.0
Cc1[nH]c2ccccc2c1/C=N/NC(=O)CNC(=O)COc1ccccc1	-16.1	9.0	15.9	10.6	-5.6	-4.4	-1.7	-6.7	9.3	-2.1	5.8
CCN1CCN(C(=O)Nc2ccc(Cc3ccc(NC(=O)N4CCN(CC)CC4)cc3)cc2)CC1	1.1	-5.2	-28.8	7.5	-4.1	0.1	-9.2	-7.5	-37.9	2.7	13.9
NC(=O)c1ccc(NC(=O)COC(=O)/C=C/c2cn(-c3ccccc3)nc2-c2cccnc2)cc1	-1.2	-18.6	20.3	-16.5	-7.2	24.4	24.8	-15.4	7.5	-23.2	-1.7
COC(=O)Cc1csc(Nc2ccccc2)n1	-1.9	-25.9	-84.3	7.8	-1.6	-13.5	-20.4	-2.5	-107.8	-1.2	-2.0
C[C@H](CCCC/C=C/C(=O)O)O[C@@H]1O[C@@H](C)[C@H](O)C[C@H]1O	-0.7	-8.7	-10.7	-14.3	3.0	-20.4	-23.6	-9.4	6.2	0.9	16.9
Cc1ccc(CC(=O)N2CCN(c3ccc([N+](=O)[O-])cc3)CC2)cc1	-3.5	5.3	13.4	-2.1	-1.2	18.5	23.3	-1.8	4.2	0.9	10.3
COc1ccccc1N1CCN(C2CCCN(C(=O)C3=NN(C)C(=O)CC3)C2)CC1 (configuration not stated)	-6.3	-7.9	-2.9	-5.5	10.3	-0.7	-22.1	-4.4	8.6	-3.7	8.2
CC(C)N(NC(=O)c1cccc2ccccc12)C(C)C	-2.9	-1.7	12.9	-19.4	-8.4	-10.0	-3.0	1.0	8.6	1.0	1.8
Cc1ccc(S(=O)(=O)N2CCN(C(=O)c3c(-c4ccccc4)noc3C)CC2)cc1C	-12.8	5.0	10.3	-6.8	-3.1	-3.0	-12.8	-2.1	8.5	1.2	5.7
CCOc1ccccc1N(C)C(=O)c1cn(C)c(=O)c2ccccc12	-1.9	-1.3	4.0	-15.4	1.4	11.0	-16.5	-17.2	21.5	0.7	10.2
CSc1cccc(NS(=O)(=O)c2ccc(C(C)=O)cc2)c1	-1.8	7.5	16.0	-25.8	14.3	73.7	20.6	-16.2	2.1	-2.0	6.4
Cc1ccc(S(=O)(=O)CCC(=O)OC(C)C(=O)Nc2ccc(N3CCOCC3)cc2)cc1 (configuration not stated)	-1.0	-11.5	-16.3	35.0	-14.6	-13.7	-7.7	-1.2	-33.3	-0.2	-10.8
COc1c2ccoc2c(OCC=C(C)C)c2oc(=O)ccc12	-8.6	-4.0	1.7	-25.6	-0.1	6.8	-22.2	-5.3	-6.6	-1.0	6.3
O=C(OCc1ccccc1)N1CCCC1/C=C/CN1CCOCC1 (configuration not stated)	-1.7	12.5	4.5	9.8	-3.8	-16.5	-9.9	-7.5	8.5	-1.2	4.3
O=C(Nc1ccc(C(F)(F)F)cc1)C1CC(=O)N(c2ccc3c(c2)OCCO3)C1 (configuration not stated)	-5.2	-0.6	-8.9	14.4	-0.8	-64.1	-5.3	-5.3	21.8	2.2	-8.0
CCN(CC)S(=O)(=O)c1ccc(N2CCOCC2)c(NC(=O)c2cc3ccccc3oc2=O)c1	19.6	-4.7	15.3	6.4	-12.1	9.6	-6.7	-4.0	-40.3	3.1	2.0
NNC(=S)Nc1c(F)cc(F)cc1Br	6.0	2.6	4.3	2.0	-5.1	7.8	8.3	-20.3	23.8	-0.4	14.1
CC(NC(=O)c1ccc(CS(=O)(=O)c2ccc(Cl)cc2)o1)c1ccc2c(c1)OCCO2 (configuration not stated)	-4.7	10.0	39.5	-12.7	10.4	13.3	-0.3	-6.7	7.1	0.3	-5.5
O=C1OC(c2ccc(O)cc2)(c2ccccc2O)c2ccccc21 (configuration not stated)	-2.2	7.8	43.8	-3.0	5.3	1.2	-1.5	-5.5	24.2	.	-3.5
CCOc1ccc(C(=O)Nc2ncn[nH]2)cc1	-5.0	-9.5	-37.3	-8.7	5.0	-15.0	-32.6	-2.0	-44.6	6.6	-14.2
CCCN(CCC)c1ccc(CC(=O)NC(C)Cc2ccccc2)cc1 (configuration not stated)	4.5	5.5	17.0	-10.4	5.6	3.3	-6.4	-13.5	13.1	-0.8	17.5
c1ccc(-c2c[nH]c3[n+]2CCCCC3)cc1	0.1	-12.5	-7.4	-0.5	-0.3	-73.3	-14.7	0.0	6.2	1.2	1.0
C/C=C/COC(=O)c1[nH]c2c(c1C)C(=O)CC(c1ccc(N(C)C)cc1)C2 (configuration not stated)	-10.9	-26.5	-40.1	25.2	-25.9	26.0	-28.5	-12.2	-48.6	-1.5	.
(continued)
SMILES	Vif inh	TRPM1 prom inh	Peg3 promoter	CF NFkB block	KKLEB cytotox	Shn3 3UTR inh	NR2E3 ag-1	CaV13 ICDI inh	HIF-2a inh	NR2E3 ag-2	PDI turbidity
CCC(CC)N1CCN(C(=O)c2cccc(Cl)c2)CC1	4.7	-2.5	7.2	5.7	-3.8	-13.1	-10.8	-4.0	13.7	4.0	-0.2
COCCNC(=O)C(=O)Nc1cc2c3c(c1)CC(=O)N3CCC2	0.1	3.4	11.4	-2.9	2.2	2.1	-11.8	-2.9	-2.9	1.4	-8.4
c1cnc2ccc(-n3ccnc3)cc2c1	9.8	.	2.3	55.2*	-27.0	0.2	-4.9	-2.5	3.7	.	.
Cc1cc(OCC(=O)Nc2ccc3c(c2)OCCO3)cc(C)c1Cl	-10.2	11.4	-35.3	-1.1	-8.8	11.2	2.2	-4.5	-122.6	0.9	-3.9
COc1ccc2c(c1)C[C@]1(C)c3ccccc3C(=O)N(Cc3ccccc3)[C@H]21	7.8	-2.0	18.5	14.4	-16.1	13.4	-1.5	-10.4	-1.1	.	9.6
O=[N+]([O-])c1ccccc1SNc1ccc(Br)cn1	4.4	4.6	17.1	27.2	-20.4	12.3	-13.3	-18.2	15.5	1.9	2.0
CC1CC(c2ccccc2)=Nc2ccccc2N1 (configuration not stated)	-16.9	-25.4	-101.8	5.9	4.2	-84.0	-51.4	-4.2	-152.3	0.9	5.7
O=C(Nc1ccc2nc3n(c(=O)c2c1)CCCCC3)C(=O)N1CCN(c2ccccc2F)CC1	?	-3.1	-3.5	-1.4	4.4	21.2	-11.0	-2.8	-11.6	-1.9	3.9
CCOc1cc(-c2nc(-c3ccccc3)c(-c3cc([N+](=O)[O-])ccc3C)[nH]2)ccc1O	-5.8	9.3	32.3	-4.1	-0.7	19.3	-11.3	-5.6	-9.0	2.5	-3.3
O=C1NC(=S)NC1=Cc1ccccc1O	15.6	-4.8	-14.1	8.2	1.0	4.6	-41.9	-10.1	-54.4	.	-0.9
O=C(NCCN1CCCC1)c1ccc(CS(=O)(=O)c2c(Cl)cccc2Cl)o1	5.0	.	-2.6	-24.4	12.1	-18.4	-7.7	-2.3	1.6	4.0	.
Cc1cccc(N=Nc2c(C)c(C#N)c(O)[nH]c2=O)c1	-2.1	-16.1	-88.1	-62.4	33.0	-21.2	0.5	-4.3	-13.1	-1.0	-4.3
Cc1ccc(CCNC(=O)C2CC(c3ccc(C(F)(F)F)cc3)=NO2)cc1 (configuration not stated)	7.9	-13.5	-33.1	-9.5	-4.0	-12.1	-30.6	-6.5	-41.0	3.2	-0.8
COc1ccc(C(O)c2nc(-c3ccccc3)cs2)cc1 (configuration not stated)	-2.0	.	-41.8	-2.4	-10.8	-13.1	-8.2	-6.7	-119.2	.	9.7
N/C(=N\OC(=O)c1ccc(Br)cc1)c1ccncc1	-3.6	-94.6	-291.8	-6.7	7.7	-51.1	-11.0	-4.8	-337.4	-2.2	-3.0
O=c1[nH]cc(S(=O)(=O)N2CCOCC2)c(=O)[nH]1	8.8	-1.7	-15.4	9.0	9.1	-3.8	11.9	-6.1	-1.8	4.2	9.6
CCCn1nnnc1NCc1c(F)cccc1Cl	6.3	-11.2	16.7	4.4	-3.3	13.9	0.6	-2.2	12.2	0.7	3.7
Cc1ccc(S(=O)(=O)N2CCOCC2)cc1NC(=O)COC(=O)c1ccc(Br)o1	0.2	0.6	-5.0	3.4	4.8	-29.4	-5.4	-2.8	5.1	.	1.8
COCc1nnc(NC(=O)C(C)C)s1	4.8	13.2	7.5	-1.3	15.2	6.5	-4.3	.	11.5	3.3	-3.5
CCc1nc2c(OCCOc3ccc(F)cc3)cccn2c1N(C=O)Cc1ccccc1	22.7	.	4.1	4.7	-14.0	-1.7	2.4	-5.7	-2.9	.	2.1
O=C(CSc1nnc(CNC(=O)c2ccccc2F)o1)NCCc1ccccc1	-8.9	-2.4	1.4	-4.5	1.6	-5.9	-1.9	-2.1	6.5	1.0	-2.7
COc1cc(OC)cc(C(=O)N[C@H](C(=O)Nc2ccc(F)cc2F)C(C)C)c1	-1.1	-2.6	-6.0	14.7	5.8	11.4	-17.2	-20.2	16.6	0.3	10.4
Cc1ccn2c(=O)cc(C)nc2c1	0.8	18.7	10.1	-3.3	22.6	12.9	-1.9	-4.4	4.3	-5.1	2.3
Cc1cc(/C=C(\C#N)C(=O)O)c(C)n1CCC(C)C	-4.5	2.9	-13.8	-4.6	-7.1	7.8	0.6	-6.4	4.9	7.4	-1.5
CC(=O)Nc1cccc(NC(C)=C(C#N)C#N)c1	-4.7	6.3	2.2	11.7	2.8	-7.3	-19.3	-1.8	11.0	0.8	5.2
O=S(=O)(c1ccccc1)N1C2CCC1CC(O)(c1cccnc1)C2 (configuration not stated)	-2.8	-1.4	-6.2	-11.1	5.7	19.5	3.5	-4.4	1.2	-1.1	-17.3
O=C(COC(=O)c1ccc2ccccc2n1)NCc1ccccc1	17.9	7.3	6.4	-0.4	-26.7	3.6	-5.2	-3.2	13.1	1.4	9.6
O=C(CCc1ccc(O)cc1)NN=Cc1ccc2c(c1)OCO2	8.1	.	-36.3	1.0	1.4	-7.8	-27.4	-9.0	-12.2	.	10.5

As entered above:
NR2E3 ag-1 with CCOc1cc(-c2nc(-c3ccccc3)c(-c3cc([N+](=O)[O-])ccc3C)[nH]2)ccc1O stands at -11.3
NR2E3 ag-1 with CC(NC(=O)c1ccc(CS(=O)(=O)c2ccc(Cl)cc2)o1)c1ccc2c(c1)OCCO2 (configuration not stated) stands at -0.3
